NCI-60 one-dose screen, 48 h, at 10 µM unless noted. Numbers give growth in % (100 = growth as untreated, 0 = no growth, -100 = all killed).
HCT-15: HCT-15 colon cancer. actives 5.2% (n = 82,000)
HCC-2998: HCC-2998 colon cancer | actives 4.7% (n = 79,000)
KM12: KM12 colon cancer cells | actives 5% (n = 82,000) | AID 1794800
SNB-19: SNB-19 CNS cancer cells; actives 2.5% (n = 81,000); AID 1794751
COLO 205: COLO 205 colon cancer. actives 7.3% (n = 79,000). AID 1794742
SW-620: SW-620 colon cancer; actives 5.2% (n = 82,000); AID 1794795
HT29: HT29 colon cancer | actives 7.4% (n = 81,000) | AID 1794748
HCT-116: HCT-116 colon cancer | actives 7.3% (n = 82,000)
SNB-75: SNB-75 CNS cancer; AID 1794750; actives 5% (n = 79,000)
Numbers without * were called inactive; . = no result given; & = joins results of further samples; [ ] = remark or other dose. Rule for the calls: active = growth percent below 10; inactive = the rest. These rows are one share of the data; the hit share may differ from the screen's.

#	Molecule	HCT-15	HCC-2998	KM12	SNB-19	COLO 205
1	O=C(OC(C[N+](=O)[O-])C(Cl)(Cl)Cl)c1ccc(Cl)c(Cl)c1 (stereo not given)	107	104	113	106	108
2	COc1cc(NCCCCCN=C(N)N)c2ncccc2c1	99	56	33	38	55
3	CC1[C@H](C)OC(=O)CC(O)CC(O)CC(O)CCC(O)C(O)C[C@]2(O)CC(O)C(C(=O)O)C(CC(OC3O[C@H](C)[C@@H](O)[C@H](N)[C@@H]3O)/C=C/C=C/C=C/C=C/CC/C=C/C=C/[C@H](C)[C@H]1O)O2 (stereo not given in full)	109	103	106	109	94
4	NC(=O)c1cc([N+](=O)[O-])c(Cl)c([N+](=O)[O-])c1Cl	-64*	39	19	74	-54*
5	Nc1ccc([As](=O)(O)O)cc1	99	114	107	101	108
6	O[C@H](CN1CC1)[C@@H](O)CN1CC1	80	97	91	74	77
7	CC(C)NC(Cc1ccccc1)c1ccccc1 (stereo not given)	103	102	105	100	114
8	CC[C@H](C)[C@H](NC(=O)c1ccccn1)C(=O)N(C)[C@H](C[C@@H](OC(C)=O)c1nc(C(=O)N[C@@H](Cc2ccccc2)C[C@H](C)C(=O)OC)cs1)C(C)C	14	24	10	52	-21*
9	CCC/C=C\CC/C=C/C=C/[C@H]1CCC[C@@H](CCCCO)N1	97	101	103	101	103
10	CCCCCN1CCN(Cc2ccc(Br)cc2)CC1	77	79	104	92	90
11	CC1(C)CN1P(=O)(N1CC1(C)C)N1CC1(C)C (stereo not given)	112	110	116	105	107
12	C[C@]12CC[C@H]3[C@@H](C[C@@H]4SC(Nc5ccccc5[N+](=O)[O-])=N[C@@]45CC(=O)CC[C@]35C)[C@@H]1CCC2=O	91	114	96	109	99

#	SW-620	HT29	HCT-116	SNB-75
1	99	104	106	.
2	59	63	6.1*	47
3	99	107	97	103
4	-80*	-88*	-39*	65
5	108	117	100	100
6	64	72	66	71
7	103	85	95	107
8	26	2.5*	9.4*	5.6*
9	99	94	96	.
10	95	73	81	94
11	100	120	105	73
12	96	94	89	90

(list continues)
#	Molecule	HCT-15	HCC-2998	KM12	SNB-19	COLO 205
13	CCC1(C2=NCCN2)Cc2ccccc2O1 (stereo not given)	107	109	104	108	108
14	NCCc1ccc2c(c1)OCO2	105	104	103	99	112
15	C[C@H]1[C@H]2CO[C@@H](O)C3C4Cc5c([nH]c6ccccc56)[C@H](C[C@H]32)N41	96	98	101	110	90
16	CCCCCCCCCCOc1ccc(C(=O)Oc2ccc(CSP3(=O)OCC4OC(n5cnc6c(N)ncnc65)C(F)C4OP(=O)(SCc4ccc(OC(=O)c5ccc(OCCCCCCCCCC)cc5)cc4)OCC4OC(n5ccc(=O)[nH]c5=O)C(F)C4O3)cc2)cc1 (stereo not given)	104	107	102	111	.
17	CCCCC(C)N=C=S (stereo not given)	107	102	103	103	110
18	C1CN1c1nc(N2CC2)nc(N2CC2)n1	24	50	62	36	61
19	NC(=O)Cc1ccccc1	97	106	103	110	112
20	O=[N+]([O-])c1ccc(CI)cc1	8.9*	108	106	106	89
21	O=C(NC(=O)c1c(F)cccc1F)Nc1cc(Cl)c(OC(F)(F)C(F)C(F)(F)F)cc1Cl (stereo not given)	88	105	90	100	113
22	CC[C@@]12CC(C(=O)OC)=C3Nc4cc5c(cc4[C@@]34CCN(C[C@H]3O[C@H]31)[C@@H]24)[C@@H]1[C@H](O5)[C@@H](O)[C@@]2(CC)CC(C(=O)OC)=C3Nc4cc(OC)ccc4[C@@]34CCN1[C@@H]24	-38*	-65*	10	21	-59*
23	ClCc1cc(Cl)c(Cl)cc1Cl	.	105	103	107	108
24	Cn1cc(-c2csc(-c3cn(CCCCN4CCCCC4)c4ccc(F)cc34)n2)c2cccnc21	76	97	83	87	97

#	SW-620	HT29	HCT-116	SNB-75
13	98	100	104	78
14	103	100	108	104
15	98	80	93	90
16	114	85	84	110
17	101	108	94	105
18	52	45	43	-18*
19	107	97	106	103
20	26	48	1.6*	96
21	97	68	70	96
22	16	11	-0.5*	-4.8*
23	111	101	96	89
24	-70*	-74*	95	69

Remaining list, next part
#	Molecule	HCT-15	HCC-2998	KM12	SNB-19	COLO 205
25	CC(C)OC(=S)S	98&108	111	108&108	100&103	114&108
26	CCC(=O)c1ccc(Cl)cc1	105	108	105	107	131
27	O=C(NCCOc1ccc([N+](=O)[O-])cc1Cl)Nc1ccc(S(=O)(=O)F)cc1	89	97	87	92	103
28	COP(=O)(OC)/C(=C/c1c[nH]c2ccccc12)C(=O)O	100	98	98	105	103
29	COC1=CC(=O)O[C@@H](/C=C/c2ccc3c(c2)OCO3)C1	103	111	103	101	125
30	CCCC1C(=O)NC(=O)NC1=O	99	101	98	109	111
31	CN1CC(=O)[C@H]2C[C@]23c2cccc4[nH]cc(c24)C[C@@H]13	112	98	116	100	114
32	CNC(=O)Oc1cc(C)c(OC(=O)NC)cc1C	98	104	102	.	111
33	CC[C@H](C)[C@H](NC(=O)C12CC(NC(C)=O)(C1)C2)C(=O)N(C)[C@H](C[C@@H](OC(C)=O)c1nc(C(=O)N[C@@H](Cc2ccccc2)C[C@H](C)C(=O)OC)cs1)C(C)C	29	25	13	51	-32*
34	CCNC(Cc1ccccc1)c1ccccc1 (stereo not given)	101	101	104	105	107
35	O=C(O)Cc1ccc2c(c1)OCO2	96	102	102	95	78
36	O=C(CN1CCCCC1)c1ccc(Cl)c(Cl)c1	101	101	105	99	105

#	SW-620	HT29	HCT-116	SNB-75
25	116	108	110&95	79&87
26	108	110	108	84
27	95	90	87	66
28	96	101	101	78
29	104	111	105	116
30	100	105	104	86
31	104	98	91	106
32	95	99	96	85
33	24	5.7*	3.7*	45
34	100	83	108	96
35	93	102	98	86
36	107	86	89	94

(further entries)
#	Molecule	HCT-15	HCC-2998	KM12	SNB-19	COLO 205
37	C[C@]12CC[C@@H]3c4ccc(OC(=O)Cc5ccc(N(CCCl)CCCl)cc5)cc4CC[C@H]3[C@@H]1CC[C@@H]2OC(=O)Cc1ccc(N(CCCl)CCCl)cc1	113	.	111	107	104
38	C/C(=C\c1ccn(-c2ccc(N)cc2C(F)(F)F)n1)[C@@H]1C[C@@H]2O[C@]2(C)CCC[C@H](C)[C@H](O)[C@@H](C)C(=O)C(C)(C)[C@@H](O)CC(=O)O1	14	14	11	22	-6.0*
39	C1CCC2CN(CCN3CCOCC3)CC2C1 (stereo not given)	106	101	105	100	105
40	COc1ccc2cc([C@H](C)C(=O)[Se]CCC#N)ccc2c1	-32*	10	5.8*	-69*	-71*
41	O=C(c1cccc(C(=O)N2CC2)c1)N1CC1	107	108	102	103	107
42	OCCN=Cc1c[nH]c2ccccc12	105	107	102	101	112
43	C#Cc1cccc(NC(=O)Nc2cccc(NS(=O)(=O)F)c2)c1	103[8.25 µM]	113[8.25 µM]	103[8.25 µM]	98[8.25 µM]	136[8.25 µM]
44	CCCCOP(=O)(N1CCCC1)N1CCCC1	102	92	103	111	107
45	O=C1C=CC(=Nc2cc(Cl)c(O)c(Cl)c2)C=C1	114&72	98	109&101	102&110	125&98
46	c1cc(CCN2CCCC2)ccn1	109	.	117	103	121
47	CC[C@H](C)[C@H](NC(=O)[C@H]1CCCCN1C)C(=O)N(C)[C@H](CC(=O)c1nc(C(=O)N[C@@H](Cc2ccccc2)C[C@H](C)C(=O)O)cs1)C(C)C	99	88	65	56	83

#	SW-620	HT29	HCT-116	SNB-75
37	103	117	104	85
38	24	11	12	-7.4*
39	105	95	103	86
40	-23*	-49*	-62*	-47*
41	102	96	106	110
42	93	102	97	75
43	105[8.25 µM]	113[8.25 µM]	103[8.25 µM]	94[8.25 µM]
44	113	100	111	108
45	97&87	94&98	86&67	77&87
46	106	115	108	98
47	50	78	77	49

High-throughput results from PubChem BioAssay.
